SKN-1 block: C. elegans SKN-1 inhibition; AID 624304; C. elegans VP596 Pgst-4::GFP/RFP ratio, acrylamide-induced, 24 h; hit rate 0.49% among 360,000; inhibition, % at 21.8 µM;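 active = interference check ratio from 0.5 to 1.5 plus GFP to RFP signal ratio inhibition reaching or exceeding a fixed threshold, cut at about 30% in these data, passing the limit was not always enough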; note: some compounds called inactive have numbers as strong as hits
DNMT1 inh: inhibitors of human DNMT1; hit rate 0.83% among 360,000; inhibition (reported as % activation of signal), % at 10 µM; AID 588458; DNMT1 molecular beacon, Hinp1I cleavage, fluorescence; in the data active = inhibition above about 50%
STEP inh: blocks human striatal-enriched tyrosine phosphatase | hit rate 0.25% among 360,000 | inhibition, % at 20 µM | recombinant STEP, OMFP fluorogenic substrate, fluorescence;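 active = inhibition at 20 µM, scaled per plate between control wells, above about 37%, limit read from the data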;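 note: 0% = DMSO with enzyme and substrate and 100% = substrate only without enzyme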
Target sequence (P54829 whole entry, looked up): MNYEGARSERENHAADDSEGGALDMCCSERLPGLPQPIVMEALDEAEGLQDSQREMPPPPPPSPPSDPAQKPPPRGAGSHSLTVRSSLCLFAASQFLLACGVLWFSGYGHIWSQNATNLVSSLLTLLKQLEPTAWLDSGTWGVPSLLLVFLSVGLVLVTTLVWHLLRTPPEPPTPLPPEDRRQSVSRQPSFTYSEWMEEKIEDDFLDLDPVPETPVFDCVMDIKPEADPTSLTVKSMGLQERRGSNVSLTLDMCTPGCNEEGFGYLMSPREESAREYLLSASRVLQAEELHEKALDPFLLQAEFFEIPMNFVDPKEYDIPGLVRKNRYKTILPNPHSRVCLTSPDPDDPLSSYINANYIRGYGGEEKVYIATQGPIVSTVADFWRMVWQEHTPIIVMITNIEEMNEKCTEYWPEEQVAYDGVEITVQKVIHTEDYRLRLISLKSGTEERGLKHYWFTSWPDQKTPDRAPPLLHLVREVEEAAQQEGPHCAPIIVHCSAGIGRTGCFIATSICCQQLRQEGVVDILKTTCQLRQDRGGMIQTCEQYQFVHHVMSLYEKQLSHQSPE
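Material: STEP (striatal-enriched tyrosine phosphatase) enzyme, cell-free | Medium: 50 mM Bis-Tris pH 6.0 with 2.5 mM DTT and 0.005% Tween 20 | Read-out: Percent inhibition scaled to no-enzyme and uninhibited-enzyme controls, plate-pattern corrected | Signal: Fluorescence read at 480 nm ex / 540 nm em | Times: 20 min reaction, room temperature, in the dark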
NadD inh: inhibitors of Staphylococcus aureus NadD; hit rate 0.78% among 360,000; purified NadD enzyme, colorimetric absorbance read-out; inhibition, % at 20 µM; AID 602399; in the data active = inhibition above about 26%; note: some compounds past the cut are filed as inactive
SUMO1-SIM PPI: modulators of human SUMO1-mediated protein-protein interactions; P63165; inhibition, % at 20 µM; SUMO1 binding to a labelled peptide, TR-FRET, 1 h; AID 602429; hit rate 0.33% among 360,000; in the data active = inhibition above about 37%
Target sequence (P63165 whole entry, looked up): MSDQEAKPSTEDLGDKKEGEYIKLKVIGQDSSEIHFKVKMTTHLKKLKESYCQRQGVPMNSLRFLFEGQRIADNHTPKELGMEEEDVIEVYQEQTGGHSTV
CendR NRP1 mod: NRP-1/CendR interaction modulation; O14786; FAM-RPARPAR peptide binding to NRP-1, fluorescence polarization; inhibition, % at 25 µM; hit rate 0.85% among 360,000;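 active = inhibition or corrected inhibition above about 18%, plus a signal ratio from 0.5 to 1.5, limit read from the data, passing the limit was not always enough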; note: strong numbers were not always called active
Scp1 inh: Scp-1 (human) phosphatase inhibition | Q9GZU7 | Recombinant Scp1, phosphopeptide, malachite green phosphate absorbance | inhibition, % at 20 µM | hit rate 0.88% among 340,000 | AID 493091;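 active = inhibition above about 50% at 20 µM, limit read from the data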;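 note: plate controls were DMSO wells with enzyme for no effect and wells lacking enzyme for full effect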
Target sequence (Q9GZU7 76-261 limits assumed): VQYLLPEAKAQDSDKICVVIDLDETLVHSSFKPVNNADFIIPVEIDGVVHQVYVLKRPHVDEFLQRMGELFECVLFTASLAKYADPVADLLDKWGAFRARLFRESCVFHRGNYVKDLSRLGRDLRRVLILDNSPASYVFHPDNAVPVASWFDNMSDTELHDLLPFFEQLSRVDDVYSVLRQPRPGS
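System: SCP-1 catalytic domain; Reagent: Phospho 17-mer peptide substrate; Doses: one concentration, 20 µM, with 1.0% DMSO; Incubation: 45 min room-temperature reaction, 5 min colour, 30 min stabiliser; Signal: Phosphate-binding colour reagent, absorbance read at 630 nm.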
MT1-MMP act inh: blocks activation of human MT1-MMP | HT1080 RFP-PRO-GFP cells, GFP/RFP ratio fluorescence, overnight; percent of plate control window, DMSO zero | GFP/RFP ratio change, % at 20 µM | hit rate 0.061% among 360,000 | AID 651647;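 active = GFP/RFP ratio change of at least 30% with cell ATP level not reduced by more than half and red fluorescence within 50% of control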; note: strong numbers were not always called active
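Compound: 20 µM single dose, 1% DMSO / System: HT1080 RFP-PRO-GFP cells / Controls: DMSO and RFP-L50D-GFP cell wells / Read-out basis: GFP/RFP fluorescence ratio / Schedule: overnight compound exposure at 37 °C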
LMPTP inh: LMPTP (human) inhibition; recombinant LMPTP-A, OMFP fluorogenic substrate, fluorescence intensity; inhibition, % at 20 µM; hit rate 0.22% among 360,000; AID 651560;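 active = compounds that cut the enzyme signal by at least half of the control window in the single-dose screen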;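 note: plate controls were DMSO wells with enzyme plus substrate for no effect and substrate without enzyme for full effect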
Target sequence (P24666 whole entry, looked up): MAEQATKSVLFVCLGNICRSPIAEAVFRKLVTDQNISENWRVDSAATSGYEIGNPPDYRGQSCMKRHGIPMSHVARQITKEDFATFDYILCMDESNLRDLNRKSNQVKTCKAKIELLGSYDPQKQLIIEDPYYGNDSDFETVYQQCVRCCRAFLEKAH
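Test system – LMPTP-A enzyme · Amount – LMPTP-A at 0.625 nM final in the reaction · Buffer or medium – Bis-Tris pH 6.0, DTT, detergent · Reagent – OMFP 400 µM · Doses – single 20 µM dose · Schedule – reaction 50 min, room temperature, dark · Detection – fluorescence intensity of OMFP turnover product · Evaluation – percent inhibition versus substrate-only and uninhibited controls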
Rpn11 inh: blocks the human proteasome subunit Rpn11; O00487; human 26S proteasome, Ub4-pepOG fluorescence polarization; 20S core pre-blocked with epoxomicin; calls only at 20 µM; hit rate 0.59% among 360,000;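 active = inhibition at 20 µM, scaled to each plate's controls, above about 33%, limit read from the data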
* marks the source's active call; other numbers are inactive results; i = inactive; · = not tested or not shown. This is a random part of the collection; overall some 3.9% were active at least once.

molecule	SKN-1 block	DNMT1 inh	STEP inh	NadD inh	SUMO1-SIM PPI	CendR NRP1 mod	Scp1 inh	MT1-MMP act inh	LMPTP inh	Rpn11 inh
Cc1ccc(S(=O)(=O)Nc2cccc(C(=O)NCC(c3ccc(F)cc3)N3CCOCC3)c2)cc1 (configuration not stated)	9	2	-1	-3	4	-9	-5	5	-0.3	i
Cc1cnn(CCC(=O)NNC(=S)Nc2cccc(Cl)c2)c1	17	0	0	3	3	0	2	-2	0.7	i
Cc1nnc(NC(=O)CSc2nnc(Cc3cccn3C)n2-c2cccc(C(F)(F)F)c2)s1	-15	-1	-1	1	3	4	4	2	-1.3	i
COC(=O)c1ccc(NC(=O)CCc2c(C)nc3ncnn3c2C)cc1	-3	-1	-1	-5	-1	4	-11	-3	-0.6	i
O=C(Nc1ccccc1)Nc1cnccn1	10	15	0	-8	-6	5	4	-2	-1.2	i
CCc1cc(C(c2cccc(OC)c2)N2CCOCC2)c(NC(=O)c2ccccc2)s1 (configuration not stated)	2	-3	-3	-2	3	2	-18	4	2.9	i
Cc1ccc(S(=O)(=O)NCCC(=O)N(C)Cc2cccs2)cc1	0	4	-5	8	-1	10	-5	4	-0.4	i
C=C(C)CC1Nc2ccccc2NC1CC(=C)C (configuration not stated)	6	4	-2	3	-11	-8	3	-18	0.1	i
COc1cc(NS(=O)(=O)c2ccc(NC(C)=O)cc2)nc(OC)n1	1	2	0	-3	0	-2	-4	1	-0.9	i
N#CCCN1CCn2c1nc1ccccc12	-5	0	-3	-3	11	14	-7	-2	0.1	i
Cc1cccc(Nc2ccc(C(=O)N3CCOCC3)cn2)c1	14	6	-4	-9	0	17	-7	3	0.9	i
O=[N+]([O-])c1cc(S(=O)(=O)C(F)(F)F)ccc1Sc1nc2ccccc2s1	-1	14	1	3	-15	6	-2	-4	1.2	i
CCCNC(=O)c1ccc2c(=O)c(O)c(-c3ccsc3)[nH]c2c1	-4	18	2	3	-22	0	-6	-5	-0.5	i
O=C(O)/C=C/C(=O)O	8	-5	-4	-4	7	4	1	3	1.5	i
COc1c(-c2ccc([N+](=O)[O-])cc2[N+](=O)[O-])c(=O)n(C)c(=O)n1C	-2	1	1	4	-31	0	2	5	-0.1	i
O=C(CSc1ccc2nnc(-c3cccnc3)n2n1)NCc1ccc2c(c1)OCO2	-1	-5	1	3	1	-1	-3	-2	0.3	i
COc1cc(CN2CCN(C(O)(c3ccccc3)c3ccccc3)CC2)cc(OC)c1OC	-19	3	0	-3	4	14	-5	1	-3.4	i
CCCn1c(=O)c2ccccc2n2c(SCC(=O)c3ccc(CC)cc3)nnc12	-11	21	1	-2	1	-4	-10	2	1.1	i
CCOc1cccc(=O)c2c(C)n(C)c(C)c12	8	8	7	10	10	-6	14	-8	4.1	i
CCC(C)(C)NC(=O)Cn1c(=O)oc2cc(S(=O)(=O)N3CC(C)CC(C)C3)ccc21 (configuration not stated)	16	7	0	-5	2	2	-6	0	-1.2	i
CCNc1cc(N2CCN(S(=O)(=O)c3ccc4c(c3)CCCC4)CC2)ccc1[N+](=O)[O-]	3	6	4	-1	6	12	-8	-4	0.5	i
CCN(CCn1cccn1)C(=O)CC1C(=O)NCCN1Cc1ccc(F)c(F)c1 (configuration not stated)	13	-3	-1	0	0	-10	-3	-1	-2.0	i
CCC(=O)Nc1ccc2nc(C)n(Cc3ccccc3Cl)c(=O)c2c1	6	-10	4	12	-2	-5	0	6	0.0	i
CC(NC(=O)CSc1nnc(CC(=O)Nc2ccc(Cl)c(Cl)c2)n1C)c1ccccc1 (configuration not stated)	1	-6	5	-1	-4	-1	12	-2	-1.1	i
Cc1ccc(-n2c(-c3ccccc3)n[nH]c2=S)cc1	0	3	-4	2	-1	12	-7	0	-0.2	i
CCOc1cc(/C=N/OC(C)=O)ccc1OCc1ccccc1	15	-2	-2	-7	2	11	-8	1	0.4	i
CC(C)CNC(=O)CC(c1ccccc1)c1c(O)ccc2ccccc12 (configuration not stated)	1	-7	-1	-5	-4	8	-11	-10	2.2	i
Clc1ccc(CSc2nnc(-c3ccccn3)n2Cc2ccco2)c(Cl)c1	7	-5	-1	9	1	-12	-8	-4	3.1	i
Cc1ccc(S(=O)(=O)N(C)c2ccccc2)cc1	12	-1	3	-3	4	8	-9	1	-0.2	i
CC(C)C(NC(=O)OCc1ccccc1)C(=O)NC(Cc1ccc(O)cc1)C(=O)O (configuration not stated)	10	-4	0	-5	-5	1	-6	-2	0.1	i

Reprinted from the part before: 2 compounds, then new ones.
molecule	SKN-1 block	DNMT1 inh	STEP inh	NadD inh	SUMO1-SIM PPI	CendR NRP1 mod	Scp1 inh	MT1-MMP act inh	LMPTP inh	Rpn11 inh
Cc1ccc(S(=O)(=O)N(C)c2ccccc2)cc1	12	-1	3	-3	4	8	-9	1	-0.2	i
CC(C)C(NC(=O)OCc1ccccc1)C(=O)NC(Cc1ccc(O)cc1)C(=O)O (configuration not stated)	10	-4	0	-5	-5	1	-6	-2	0.1	i
C=CCNC(=O)/C(=C\C=C\c1ccccc1)NC(=O)c1ccc(OCCCC)cc1	21	-8	-2	1	-8	2	-2	0	3.4	i
COc1ccc(NC(=O)Nc2cc(C)ccc2OC)cc1	-2	-2	-1	-1	0	6	-7	2	-0.2	i
Cc1cccc(C(=O)N2CCN(c3ccc([N+](=O)[O-])c(N4CCOCC4)c3)CC2)c1	-22	2	-1	-2	-25	-1	0	8	2.6	i
Cc1ccc(C(=O)NC(C)C(c2cccs2)N2CCOCC2)cc1C (configuration not stated)	-6	3	-4	1	3	-2	·	2	-1.3	i
COc1cccc(C(NC(C)=O)c2nc(-c3cnc4ccccc4c3)cs2)c1 (configuration not stated)	10	5	-1	-8	-25	0	·	1	-1.0	i
O=C(COC(=O)c1cc[n+]([O-])cc1)Nc1ccccc1Cl	-3	2	-1	-1	-5	3	1	2	0.0	i
CC(=O)c1cccc(Nc2cc(C)nc3ccccc23)c1	16	1	-2	3	-4	-2	-1	-2	36	i
COc1ccccc1-c1ccc2c(c1)C(C)(Cc1cccc(F)c1)C(=O)N2 (configuration not stated)	12	-5	-1	-4	6	-11	·	-7	3.4	i
Cc1ccc(-n2c(SCC(=O)O)nc3c(sc(=S)n3-c3ccc(C)c(C)c3)c2=O)cc1	7	-2	6	4	-1	9	-11	6	0.8	i
O=C(OCC(=O)N1CCc2ccccc21)c1n[nH]c(=O)c2ccccc12	3	-2	1	-1	-11	-13	-5	-1	-1.6	i
Cn1c(=O)cc(OCC(=O)N2CCN(c3ccccc3F)CC2)c2ccccc21	1	-2	1	5	3	-7	-7	4	-0.2	i
CN1C(=O)/C(=C\c2ccncc2)SC1=Nc1ccccc1	-5	3	-1	3	-23	-1	-4	0	0.1	i
N#Cc1ccccc1S(=O)(=O)N1CCN(C(=O)c2cc(=O)[nH]c3ccccc23)CC1	4	8	3	-4	7	9	-6	-3	-0.7	i
Cc1ccccc1NC(=O)CN1C(=O)COc2ccc(S(=O)(=O)N3CCCC3)cc21	6	2	0	-1	-4	8	25	-5	-2.1	i
Cc1ccc(NC(=O)CSCCc2ccccn2)nc1	-8	0	-3	2	1	6	-8	3	-1.1	i
COCCNc1nnc(SC(C)C(=O)Nc2c(C)n(C)n(-c3ccccc3)c2=O)s1 (configuration not stated)	15	2	0	-3	-1	8	2	-1	0.3	i
Cc1ccc(C(=O)NC(=S)Nc2ccc(NC(=O)c3cccs3)cc2)cc1[N+](=O)[O-]	4	0	3	17	1	-1	-2	0	38	i
CCC(CC)NC(=O)c1cc(OC)c(OC)cc1[N+](=O)[O-]	-4	1	1	-3	-10	2	-9	4	-0.9	i
C[C@@H]1CN([C@H](C)CO)C(=O)c2cc(NC(=O)Nc3ccc(F)cc3)ccc2O[C@@H](C)CCCCO[C@H]1CN(C)S(=O)(=O)c1cccs1	5	-18	0	26	6	-20	·	8	0.6	i
C=CCNC(=O)CN1CCC(n2c(C)nc3cc(C(F)(F)F)ccc32)CC1	-29	0	-2	-3	1	4	3	-1	-0.6	i
CCN(Cc1ccccc1)S(=O)(=O)c1cc(C(=O)O)ccc1OC	7	-1	-2	-4	-2	13	-4	1	0.6	i
COc1cccc(C2NC(=O)NC(C)=C2C(=O)Nc2ccc(C)cc2)c1 (configuration not stated)	10	0	2	5	-1	10	-6	1	0.9	i
O=C(O)CCCNC(=O)CCCn1nnc2ccccc2c1=O	-2	2	1	-1	4	5	1	-2	-1.0	i
CC(C)N1CCC(n2nccc2NC(=O)c2ccc3c(c2)OCO3)CC1	15	2	1	2	4	16	-8	3	2.3	i
CN(C)CCCNc1ncc(C(F)(F)F)cc1Cl	3	0	-3	-3	-1	10	-7	-3	-0.1	i
Cc1[nH]c(=O)c(C#N)c(C)c1Cl	9	2	4	4	3	26*	-2	1	0.5	i
Cc1cc(=O)oc2cc(OCc3ccc(C(=O)N4CCN(c5ccc([N+](=O)[O-])cc5)CC4)cc3)ccc12	-8	1	2	19	1	-11	-9	10	8.6	i
COc1ccc(NC(=O)C2CCCN2C(=O)OCc2ccccc2)c(OC)c1 (configuration not stated)	5	1	4	2	-2	-15	-2	-4	-0.6	i
CC1CCN(CC(O)COc2cccc(F)c2)CC1 (configuration not stated)	4	5	2	3	2	6	-12	-1	-1.7	i
CCN(CC)CCn1c2c(c(SCC(=O)Nc3nc4ccccc4s3)nc1=O)CCCC2	21	-2	0	-4	-2	4	-2	-6	0.4	i
CN(C)C(=S)NC(=S)Nc1ccc2ccccc2c1	-14	-9	-4	-1	-3	17	-3	7	3.0	i
Cc1cc(N)n(Cc2ccc(Cl)cc2)n1	4	-1	-1	-6	2	-10	-6	3	0.8	i
O=C(Nc1ccc2c(c1)C(=O)NC2=O)c1ccc2ncsc2c1	-7	-1	-4	0	42*	-7	-10	5	0.2	i
O=C(Cc1ccccc1)NNc1c2ccccc2nc2ccccc12	9	1	-1	-12	-13	0	-1	7	3.0	i
O=C(NCc1ccco1)NC12CC3CC(CC(C3)C1)C2	-16	0	-1	4	-2	-6	-3	1	-2.5	i
COCC(C)NC(=O)C(C)Oc1ccccc1 (configuration not stated)	5	4	-3	-7	1	-10	-5	-1	-1.7	i

Assay outcomes: PubChem BioAssay, Sanford-Burnham Center for Chemical Genomics
